Screening data from PubChem BioAssay.
USP30 block – inhibitors of human USP30 deubiquitinase; inhibition, % at 25 µM; Ubiquitin carboxyl-terminal hydrolase 30 (Homo sapiens), Q70CQ3; purified USP30, Ub-rhodamine cleavage fluorescence; 47,000 compounds, 5.3% hits
USP28 block – inhibitors of human USP28 deubiquitinase. Ubiquitin carboxyl-terminal hydrolase 28 (Homo sapiens), Q96RU2. purified USP28, Ub-rhodamine cleavage fluorescence, 30 min. inhibition, % at 25 µM. 47,000 compounds, 3% hits. AID 1645857, 2021
OTUD3 inh – inhibitors of human OTUD3 deubiquitinase | purified OTUD3, Ub-rhodamine fluorescence, 2 h | inhibition, % at 25 µM | 47,000 compounds, 0.7% hits | AID 1645858, 2021
UCHL1 inh – inhibitors of human UCHL1 deubiquitinase; Ubiquitin carboxyl-terminal hydrolase isozyme L1 (Homo sapiens), P09936; purified UCHL1, Ub-rhodamine cleavage fluorescence; inhibition, % at 20 µM; 47,000 compounds, 0.2% hits; AID 1645859, 2021
USP8 block – inhibitors of human USP8 deubiquitinase; purified USP8, Ub-rhodamine cleavage fluorescence, 30 min; inhibition, % at 20 µM; 47,000 compounds, 4.2% hits; AID 1645853, 2021
USP7 inh – inhibitors of human USP7 deubiquitinase; Ubiquitin carboxyl-terminal hydrolase 7 (Homo sapiens), Q93009; purified USP7, Ub-rhodamine cleavage fluorescence; inhibition, % at 20 µM; 47,000 compounds, 0.3% hits; AID 1645854, 2021
Target sequence (Q93009 whole entry, looked up): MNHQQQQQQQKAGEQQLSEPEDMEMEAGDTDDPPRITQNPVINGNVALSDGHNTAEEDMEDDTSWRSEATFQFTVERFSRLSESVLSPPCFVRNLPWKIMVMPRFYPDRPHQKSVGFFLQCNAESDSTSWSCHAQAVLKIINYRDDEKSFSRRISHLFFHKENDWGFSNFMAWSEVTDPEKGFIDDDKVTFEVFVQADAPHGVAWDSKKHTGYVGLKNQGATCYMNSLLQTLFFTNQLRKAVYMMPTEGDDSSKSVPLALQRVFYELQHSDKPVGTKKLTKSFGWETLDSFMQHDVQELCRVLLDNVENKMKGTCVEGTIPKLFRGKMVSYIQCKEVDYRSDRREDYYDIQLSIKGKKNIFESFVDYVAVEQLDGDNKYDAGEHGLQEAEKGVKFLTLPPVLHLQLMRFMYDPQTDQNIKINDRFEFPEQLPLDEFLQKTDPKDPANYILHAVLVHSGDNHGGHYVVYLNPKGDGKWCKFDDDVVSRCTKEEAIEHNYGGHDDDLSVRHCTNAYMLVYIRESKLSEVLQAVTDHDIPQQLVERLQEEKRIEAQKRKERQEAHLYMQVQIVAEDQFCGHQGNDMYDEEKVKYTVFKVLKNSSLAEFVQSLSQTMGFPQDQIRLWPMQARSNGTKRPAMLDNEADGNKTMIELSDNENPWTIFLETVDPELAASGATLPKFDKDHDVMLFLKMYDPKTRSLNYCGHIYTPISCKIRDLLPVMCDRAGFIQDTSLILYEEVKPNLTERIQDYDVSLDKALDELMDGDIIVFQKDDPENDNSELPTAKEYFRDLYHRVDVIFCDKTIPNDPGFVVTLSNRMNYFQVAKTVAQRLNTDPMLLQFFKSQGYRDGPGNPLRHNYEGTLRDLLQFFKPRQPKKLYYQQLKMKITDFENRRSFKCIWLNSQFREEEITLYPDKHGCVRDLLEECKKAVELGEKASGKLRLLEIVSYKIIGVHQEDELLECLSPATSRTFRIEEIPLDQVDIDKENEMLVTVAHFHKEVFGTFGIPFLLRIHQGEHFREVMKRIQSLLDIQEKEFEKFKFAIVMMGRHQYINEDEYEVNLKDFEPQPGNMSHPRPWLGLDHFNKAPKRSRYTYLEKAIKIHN
USP10 block – inhibitors of human USP10 deubiquitinase; 47,000 compounds, 1.1% hits; Ubiquitin carboxyl-terminal hydrolase 10 (Homo sapiens), Q14694; purified USP10, Ub-rhodamine fluorescence, 60 min; inhibition, % at 20 µM
USP17 inh – inhibitors of human USP17 deubiquitinase; Ubiquitin carboxyl-terminal hydrolase 17-like protein 5 (Homo sapiens), A8MUK1; purified USP17, Ub-rhodamine cleavage fluorescence, 3 h; inhibition, % at 50 µM; 47,000 compounds, 6.5% hits
Active calls of the source: *; i = inactive; x = not tested or not shown. No stated cut-off is given here; in the data, active means inhibition above about 30%; inactive means the rest.

USP30 block | USP28 block | OTUD3 inh | UCHL1 inh | USP8 block | USP7 inh | USP10 block | USP17 inh | SMILES
-3 | -6 | -2 | -2 | 0 | -5 | -1 | x | CC1=NOC(CNC(=O)Nc2ccc(F)cc2F)C1 (centres undefined)
14 | 14 | 11 | 1 | 6 | 1 | -5 | 1 | Cc1ccc(S(=O)(=O)NCCc2nnc3ccc(SCC(=O)NCc4ccc5c(c4)OCO5)nn23)cc1
15 | 19 | 9 | 1 | 0 | -6 | 9 | 28 | N#Cc1cccc(NC(=O)N2CCC(c3nc4c(nnn4Cc4ccc(F)cc4)c(=O)[nH]3)CC2)c1
-5 | 7 | -2 | 6 | -202 | -27 | 1 | -8 | Cc1ccc(NC(=O)N2CCC3(CC2)Nc2ccccc2-n2cccc23)cc1
-1 | -5 | -2 | 4 | 0 | 5 | 2 | 3 | Cc1ccc(NC(=O)Nc2ccccc2N2CCCCC2)cc1Cl
-21 | -4 | -3 | 0 | -2 | -4 | 1 | -3 | O=C(NC1CCCCC1)C(c1ccc(O)cc1)N(Cc1ccccc1)C(=O)c1ccc2c(c1)OCCO2 (centres undefined)
24 | 15 | 17 | 2 | 17 | -7 | 4 | 12 | COc1ccc(C)cc1N1C(=O)COc2c(OC)cccc2C1C(=O)NC1CCCC1 (centres undefined)
i | -201 | -152 | -9 | -103 | -10 | -6 | -110 | COc1ccc(C(=O)N2CCC3(C2)Nc2cccnc2NC3=NCc2ccccc2)cc1F (centres undefined)
-32 | -19 | -17 | -1 | -18 | 1 | -1 | -3 | COc1cccc2cc(C(=O)NCc3cnn4ccccc34)oc12
18 | 9 | 1 | 6 | 10 | 0 | 4 | 17 | CCOc1ccc(NC(=O)C(Cc2ccccc2)NS(=O)(=O)c2ccc3c(c2)CCN3C(C)=O)cc1 (centres undefined)
0 | 5 | -3 | 4 | 0 | 4 | 10 | -5 | O=C(c1cc(-c2cccnc2)n(-c2ccc(F)cc2)n1)N1CCc2ccccc21
15 | -9 | 13 | -2 | -1 | 0 | 1 | 6 | CCOc1nccnc1N1CCC(NS(=O)(=O)C2CC2)C1 (centres undefined)
21 | 7 | 9 | 0 | -80 | 1 | 0 | 0 | CCC(Oc1ccccc1)C(=O)NCc1ccc2c(c1)OCO2 (centres undefined)
2 | -5 | -1 | -2 | -121 | -1 | -1 | -30 | Cc1cccc(C)c1-n1ncc(C(=O)NCc2ccccc2Cl)c1C1CCNCC1
-9 | 4 | -2 | 0 | 0 | 0 | -3 | -9 | CN1C[C@@H]2C[C@H](NC(=O)Nc3ccc4c(c3)OCO4)CN2Cc2ccccc21
15 | 15 | 13 | 5 | 20 | -108 | 5 | -29 | CC(Oc1ccc(F)cc1)c1nnc(C2(c3cccc(C(F)(F)F)c3)CCOCC2)o1 (centres undefined)
-3 | -15 | -6 | -5 | -197 | -2 | 0 | -29 | CS(=O)(=O)N1CC[C@H]2CO[C@H](CNC(=O)c3ccnnc3)[C@H]2C1
27 | 12 | 16 | 2 | 3 | 4 | -1 | 12 | CCCc1cc(NCc2ccc(OC)cc2)n2nc(-c3cccnc3)nc2n1
12 | 6 | 10 | 7 | 19 | 2 | 8 | 17 | COc1ccc(C(C)=O)c(OC(=O)C2CCN(S(=O)(=O)c3ccc(C(C)C)cc3)CC2)c1
14 | 2 | 2 | 3 | 0 | 4 | 4 | 6 | N#Cc1ccccc1Sc1ccccc1C(=O)Nc1ccc2c(c1)OCCO2

The closing 5 entries of the part above come first, to join the parts:
USP30 block | USP28 block | OTUD3 inh | UCHL1 inh | USP8 block | USP7 inh | USP10 block | USP17 inh | SMILES
15 | 15 | 13 | 5 | 20 | -108 | 5 | -29 | CC(Oc1ccc(F)cc1)c1nnc(C2(c3cccc(C(F)(F)F)c3)CCOCC2)o1 (centres undefined)
-3 | -15 | -6 | -5 | -197 | -2 | 0 | -29 | CS(=O)(=O)N1CC[C@H]2CO[C@H](CNC(=O)c3ccnnc3)[C@H]2C1
27 | 12 | 16 | 2 | 3 | 4 | -1 | 12 | CCCc1cc(NCc2ccc(OC)cc2)n2nc(-c3cccnc3)nc2n1
12 | 6 | 10 | 7 | 19 | 2 | 8 | 17 | COc1ccc(C(C)=O)c(OC(=O)C2CCN(S(=O)(=O)c3ccc(C(C)C)cc3)CC2)c1
14 | 2 | 2 | 3 | 0 | 4 | 4 | 6 | N#Cc1ccccc1Sc1ccccc1C(=O)Nc1ccc2c(c1)OCCO2
28 | 4 | 16 | 8 | 5 | 9 | 24 | 13 | Cc1nn(-c2nc3ccccc3o2)c2c1C(c1cccc([N+](=O)[O-])c1)CC(=O)N2 (centres undefined)
11 | -1 | 2 | 3 | 38* | 14 | 19 | 18 | COc1ccc(C)cc1NC(=O)Nc1nnc(CC(=O)NCc2ccccc2)s1
27 | 10 | 2 | 4 | 18 | 6 | 1 | 9 | O=C(Cn1ccnc1)N1CCc2[nH]nc(-c3ccccc3)c2C1
-19 | -12 | -10 | 1 | 1 | 1 | -2 | -26 | Cc1nc(-c2cccc(C(F)(F)F)c2)cc(N2CCC(O)CC2)n1
0 | 6 | 1 | -1 | 11 | 2 | 0 | 5 | O=C(NCc1ccccc1)Nc1cccn2ncnc12
-24 | -10 | -5 | -1 | -24 | -28 | -4 | -9 | CCCCN(C)C(=O)/C(=C\c1ccc(C)cc1)n1ccccc1=O
-2 | 0 | -3 | 0 | 7 | -7 | -2 | -3 | Cc1ccc2c(c1)CN(S(C)(=O)=O)CC1(CCN(CC(=O)NCC3CC3)CC1)O2
-86 | -40 | -30 | -10 | -113 | -3 | -4 | -35 | CCn1c2ccccc2c2cc(NC(=O)Cc3cccc4ccccc34)ccc21
-14 | -12 | -9 | 0 | -16 | -3 | -1 | -5 | CCC(=O)Nc1nc2ccc(NS(=O)(=O)c3ccc(NC(C)=O)cc3)cc2s1
-27 | 8 | -5 | -2 | -1 | -7 | -7 | -15 | O=C(CN(Cc1ccccc1)S(=O)(=O)c1ccc(Cl)cc1)Nc1cccnc1
14 | 6 | 4 | 1 | 21 | 5 | 10 | 20 | O=C(Nc1cccc2ccccc12)C1CCCN(S(=O)(=O)Cc2ccc(F)cc2)C1 (centres undefined)
-81 | -34 | -21 | -11 | -23 | -11 | -6 | -33 | CNC(=O)C1(C)CN(Cc2ccnc(N3CCCC3)n2)CCO1 (centres undefined)
25 | 12 | 9 | 2 | 20 | 2 | -3 | 13 | c1ccc(-c2noc(-c3ccc(N4CCC(N5CCCCC5)CC4)nn3)n2)cc1
-448 | -95 | -92 | -27 | 40* | -57 | -5 | -26 | Nc1cccnc1Sc1ccccn1
1 | 12 | 6 | 3 | 19 | 1 | -3 | 15 | COCCC(=O)N1C[C@@H]2C[C@]2(c2ccccc2)C(=O)c2ccccc21
-10 | 1 | -5 | -65 | 0 | -55 | -3 | -3 | COc1ccc2cc(-c3nc4sc(C(=O)Nc5ccccc5OC)c(C)c4c(=O)[nH]3)c(=O)oc2c1
6 | -3 | -2 | 6 | -11 | 4 | -3 | -3 | Cc1c(-c2ccc(Cl)cc2)nc2ccccc2c1NCCN(C)C
-1 | -13 | -5 | 1 | 5 | 5 | 7 | x | CC(NS(=O)(=O)c1cccc(C(=O)NCc2ccc(Cl)cc2)c1)C12CC3CC(CC(C3)C1)C2 (centres undefined)
44* | 21 | 17 | 3 | 25 | 5 | 15 | 76* | Cc1ccc(NC(=O)c2sc(=S)n(CCc3ccccc3)c2N)cc1
3 | 6 | -1 | 0 | 9 | 7 | 6 | 48* | CC1=C(c2ccc(C)c(C)c2)S(=O)(=O)NC1=NCC(=O)Nc1ccc(F)cc1F

Results in USP10 block, USP17 inh and USP28 block, for some of the entries so far:
Molecule	USP10 block	USP17 inh	USP28 block
CNC(=O)C1(C)CN(Cc2ccnc(N3CCCC3)n2)CCO1 (centres undefined)	-6	-33	-34
c1ccc(-c2noc(-c3ccc(N4CCC(N5CCCCC5)CC4)nn3)n2)cc1	-3	13	12
Nc1cccnc1Sc1ccccn1	-5	-26	-95
COCCC(=O)N1C[C@@H]2C[C@]2(c2ccccc2)C(=O)c2ccccc21	-3	15	12
COc1ccc2cc(-c3nc4sc(C(=O)Nc5ccccc5OC)c(C)c4c(=O)[nH]3)c(=O)oc2c1	-3	-3	1
Cc1c(-c2ccc(Cl)cc2)nc2ccccc2c1NCCN(C)C	-3	-3	-3

Following part:
USP30 block | USP28 block | OTUD3 inh | UCHL1 inh | USP8 block | USP7 inh | USP10 block | USP17 inh | SMILES
35* | 11 | 12 | 3 | 26 | 12 | 13 | 26 | COCCNC(=O)Cn1nnc(-c2ccc(-c3ccc(OC)cc3)cc2)n1
-119 | -32 | -23 | -7 | -20 | -4 | -3 | -40 | COc1c(C2CCCN2CC(=O)N2CCC(C)CC2)c(C)nn1C (centres undefined)
15 | 8 | 5 | 8 | 9 | 5 | 1 | 9 | COc1ccccc1CNC(=O)c1ccccc1N1C(=O)N2CCc3c([nH]c4ccccc34)[C@@]2(C)C1=O
x | x | 3 | 5 | -3 | 3 | 0 | 8 | COc1ccc(C2=NC3(CCN(C(=O)c4ccc(C(C)(C)C)cc4)CC3)NC2=O)cc1
-3 | -16 | 2 | -1 | 5 | -10 | 5 | 0 | CS(=O)(=O)CS(=O)(=O)Oc1ccc(Cl)c(Cl)c1
-109 | -28 | -13 | -4 | -8 | -5 | -5 | -22 | COCCn1cc2c3c(cccc31)CN(C(=O)c1cnccn1)CC2
0 | 2 | 2 | -2 | -45 | -1 | 0 | -8 | COc1ccc(CC(=O)N2Cc3c(CN4CCCCC4)nn(C)c3C2)cc1
i | -218 | -150 | -55 | -117 | -49 | -14 | -164 | Cc1c(C(=O)Nc2ccccc2F)c2ccccn2c1CCc1ccncc1
-5 | -3 | -6 | -12 | -16 | -10 | -6 | -76 | CN(Cc1ccccn1)C(=O)c1cc(-c2csc(-c3cnccn3)n2)n2ccccc12
12 | 0 | 0 | 1 | 0 | 5 | 0 | -2 | Cn1cc(CN2C[C@H]3C[C@H](C(=O)Nc4ccc5c(c4)OCO5)[C@@H](C2)O3)cn1
9 | 10 | 4 | 0 | 13 | 6 | 1 | 1 | O=C1Cc2cc(S(=O)(=O)Nc3ccc(F)cc3)cc3c2N1CCC3
21 | 14 | 8 | 1 | 10 | -2 | 0 | 11 | CCc1nc(-c2c(C)cc(C)nc2NC(=O)c2ccc(F)cc2)no1
0 | 0 | -1 | 0 | -3 | 2 | 0 | -7 | Cc1nc2ccccc2n1CC(=O)N1C[C@@H](O)[C@H](N2CCOCC2)C1
-14 | 1 | 0 | 2 | 8 | 3 | -4 | 0 | O=C(NCc1ccccc1)c1ccc(SCCN2CCCCC2)nc1
21 | 16 | 8 | 3 | 0 | 2 | -1 | 2 | O=C(Nc1ccc2nc3n(c(=O)c2c1)CCCC3)c1cccc(F)c1
1 | 51* | -3 | 0 | -5 | 4 | -1 | -3 | COc1cc(NC(=O)COC(=O)Cn2cnc3ccccc32)cc(OC)c1
-157 | -88 | -44 | 0 | 0 | 2 | -1 | -3 | Cc1cc(C)n2nc(C(=O)Nc3ccc4c(c3)OCO4)nc2n1
22 | 11 | 11 | 2 | 4 | 7 | 0 | 9 | Cc1nc(-c2ccc(C(=O)O)cc2)cc(C2CCN(S(C)(=O)=O)CC2)n1
x | x | -2 | 1 | 4 | x | 0 | -4 | COC(=O)CCSc1ncnc2c1sc1nc(N3CCOCC3)c3c(c12)CC(C)(C)OC3
18 | 11 | 19 | 4 | -36 | 5 | 2 | 8 | O=C(NCc1noc(C2CCCCC2)n1)c1coc(-c2ccccc2)n1

Next part.
USP30 block | USP28 block | OTUD3 inh | UCHL1 inh | USP8 block | USP7 inh | USP10 block | USP17 inh | SMILES
0 | -7 | 0 | 0 | 3 | 4 | 0 | -3 | O=S1(=O)N=C(N2CCC3(CC2)OCCO3)c2ccccc21
-19 | -11 | -11 | -4 | -13 | -20 | -5 | -17 | O=C(NCCc1ccc(Cl)cc1)C1CCCN(S(=O)(=O)N2CCC3(CC2)OCCO3)C1 (centres undefined)
-84 | -17 | -147 | 0 | -13 | -5 | -4 | -75 | Cc1noc(-c2ccc(SCC(=O)Nc3cccc(F)c3)nc2)n1
25 | 18 | 11 | 6 | 9 | -22 | 9 | 14 | O=C(Nc1ccc(Br)cc1)C1Cc2ccccc2CN1C(=O)c1ccccc1 (centres undefined)
-6 | -2 | -9 | 0 | -7 | -71 | 1 | x | CN(Cc1ccccc1)C(=O)/C(=C\c1ccc(F)cc1)n1ccccc1=O
-413 | -108 | -77 | -30 | -12 | -24 | -5 | -101 | Cc1c(C(=O)Nc2ccccc2)c2ccccn2c1CCc1ccncc1
9 | 0 | 15 | 4 | -46 | 3 | -2 | -10 | O=C(Nc1ccccc1)N1CCC2(C1)CN(C1CCN(Cc3ccccc3)CC1)C2
23 | 9 | 4 | 1 | -6 | 2 | 1 | 8 | COc1ccc(N2CCN(C(=O)CCCCCn3c(=O)[nH]c4ccccc4c3=O)CC2)cc1

No enrichment for hits (roughly 13% active in at least one column).
